RTF Ca sens act – cardiac RTF calcium sensitivity activators, primary screen, biochemical, IANBD-TnC fluorescence, EC20 calcium; Troponin I, cardiac muscle (Homo sapiens) + Troponin T, cardiac muscle (Homo sapiens) + …; IANBD-labeled TnC RTF fluorescence at EC20 calcium; 0% EC20 calcium, 100% full calcium; activation, % at 7.2 µM; 340,000 compounds, 0.24% hits;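 active = activation above the mean over all tested compounds plus 3 SD, cut at about 30% in these data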;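 also: rise in fluorescence read as greater calcium sensitivity of cardiac thin filaments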
HTR5A inv ag – HTR5A inverse agonists in luminescence cell assay, primary screen, counter-screen for OPRM1-OPRD1 heterodimer inverse agonist project, full-deck HTS. AID 504634, 2011. 340,000 compounds, 0.083% hits. HTR5A cell line, inverse agonism. 5-hydroxytryptamine receptor 5A (Homo sapiens), P47898. inhibition, % at 9.3 µM; in the data active = inhibition mostly above about 23%, no sharp cut-off; inactive = mostly below about 18%;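 also: 0% = cells with DMSO and 100% = no-cell wells with DMSO; some compounds called inactive have numbers as strong as hits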
Target sequence (P47898 whole entry, looked up): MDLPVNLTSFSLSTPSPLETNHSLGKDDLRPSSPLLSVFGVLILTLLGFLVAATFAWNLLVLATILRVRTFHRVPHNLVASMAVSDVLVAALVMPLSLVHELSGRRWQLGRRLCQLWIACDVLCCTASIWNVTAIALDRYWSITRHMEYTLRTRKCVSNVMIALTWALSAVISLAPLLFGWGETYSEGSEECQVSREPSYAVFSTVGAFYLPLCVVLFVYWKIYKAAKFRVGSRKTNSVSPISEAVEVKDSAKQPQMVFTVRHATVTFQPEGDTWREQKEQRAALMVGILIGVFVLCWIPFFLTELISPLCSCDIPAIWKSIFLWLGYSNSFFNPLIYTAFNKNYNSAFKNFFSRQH
V-ATPase pH – regulators of yeast V-ATPase proton pumping, primary screen, pHLuorin cytosolic pH fluorescence. S. cerevisiae. response, % at 10 µM. 350,000 compounds, 0.37% hits. AID 504577, 2011; in the data active = response mostly above about 7.3%, no sharp cut-off; inactive = mostly below about 5.4%; also: actives read high; inactives centre near 0; some compounds called inactive have numbers as strong as hits; reference of the scale not given here
HTR5A ag – HTR5A agonists in luminescence cell assay, primary screen, counter-screen for OPRM1-OPRD1 heterodimer agonist project, full-deck HTS | 5-hydroxytryptamine receptor 5A (Homo sapiens), P47898 | cell-based | activation, % at 9.3 µM | 340,000 compounds, 0.61% hits | AID 504692, 2011; in the data active = activation mostly above about 9.5%, no sharp cut-off; inactive = mostly below about 7.6%;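 also: 0% = cells with vehicle only and 100% = reference agonist; strong numbers were not always called active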
MOR-DOR ag – agonists of OPRM1-OPRD1 heterodimerization, primary screen, cell-based, luminescence | Mu-type opioid receptor (Homo sapiens) + Delta-type opioid receptor (Homo sapiens), … | cells | activation, % at 9.3 µM | 340,000 compounds, 0.3% hits; in the data active = activation above about 18%;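 also: 0% = vehicle-treated cells and 100% = reference agonist; values of inactives mirror those of a sister screen read the other way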
OPRM1-OPRD1 inv – inverse agonists of MOR-DOR heterodimerization, primary screen, cell-based, luminescence; Mu-type opioid receptor (Homo sapiens) + Delta-type opioid receptor (Homo sapiens), …; cell-based MOR-DOR heterodimer luminescence, inverse agonism; inhibition, % at 9.3 µM; 340,000 compounds, 0.21% hits; AID 504357, 2011; in the data active = inhibition above about 22%, passing the limit was not always enough;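 also: 0% = cells with DMSO and 100% = wells without cells with DMSO; values of inactives mirror those of a sister screen read the other way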
CAL PDZ FP – untagged CAL PDZ binding inhibitors, primary screen, biochemical, fluorescence polarization, HTS; purified CAL PDZ, TMR-peptide fluorescence polarization, 1 h; inhibition, % at 24.9 µM; 300,000 compounds, 0.92% hits; AID 602252, 2012;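 active = mean inhibition of at least 30% with at least half of replicates also reaching 30%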;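 also: 0% = DMSO neutral control and 100% = excess unlabeled competitor peptide PRC23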
Cardiac RTF inh – cardiac RTF calcium sensitivity inhibitors, primary screen, biochemical, IANBD-TnC fluorescence, EC70 calcium | Troponin I, cardiac muscle (Homo sapiens) + Troponin T, cardiac muscle (Homo sapiens) + … | AID 493244, 2011 | inhibition, % at 7.15 µM | IANBD-labeled cardiac RTF, Ca2+ fluorescence | 340,000 compounds, 0.12% hits;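 active = inhibition above the mean inhibition of all tested compounds plus 3 SD, cut at about 17% in these data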;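 also: assay run at fixed EC70 calcium of 1.6 mM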
LANA DNA inh – inhibitors of KSHV C-LANA binding to DNA, primary screen, biochemical, fluorescence polarization, FAM-LBS DNA, MBP-C-LANA, single point; Kaposi's sarcoma herpesvirus LANA C-terminal domain (residues 932-1162) DNA binding; inhibition, % at 9 µM; 340,000 compounds, 0.078% hits; AID 504423, 2011;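 active = highest replicate inhibition at or above 60% at 9 µM, even if other replicates fall short; inactive = all replicates below 60% inhibition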;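 also: 0% = neutral control wells and 100% = 4 µM acridine orange control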
Keap1-Nrf2 PPI – Keap1-Nrf2 protein-protein interaction inhibitors, primary screen, biochemical, fluorescence polarization, single point. Kelch-like ECH-associated protein 1 (Homo sapiens), Q14145. inhibition, % at 9.4 µM. Keap1 Kelch-Nrf2 peptide fluorescence polarization, 1536-well. 340,000 compounds, 0.15% hits; in the data active = inhibition above about 12%;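 also: human Keap1 Kelch domain with fluorescein labeled Nrf2 9mer peptide probe; 0% = neutral control wells and 100% = peptide positive control; higher means more block of Keap1 binding to Nrf2 peptide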
Target sequence (Q14145 whole entry, looked up, the tested form may be a part): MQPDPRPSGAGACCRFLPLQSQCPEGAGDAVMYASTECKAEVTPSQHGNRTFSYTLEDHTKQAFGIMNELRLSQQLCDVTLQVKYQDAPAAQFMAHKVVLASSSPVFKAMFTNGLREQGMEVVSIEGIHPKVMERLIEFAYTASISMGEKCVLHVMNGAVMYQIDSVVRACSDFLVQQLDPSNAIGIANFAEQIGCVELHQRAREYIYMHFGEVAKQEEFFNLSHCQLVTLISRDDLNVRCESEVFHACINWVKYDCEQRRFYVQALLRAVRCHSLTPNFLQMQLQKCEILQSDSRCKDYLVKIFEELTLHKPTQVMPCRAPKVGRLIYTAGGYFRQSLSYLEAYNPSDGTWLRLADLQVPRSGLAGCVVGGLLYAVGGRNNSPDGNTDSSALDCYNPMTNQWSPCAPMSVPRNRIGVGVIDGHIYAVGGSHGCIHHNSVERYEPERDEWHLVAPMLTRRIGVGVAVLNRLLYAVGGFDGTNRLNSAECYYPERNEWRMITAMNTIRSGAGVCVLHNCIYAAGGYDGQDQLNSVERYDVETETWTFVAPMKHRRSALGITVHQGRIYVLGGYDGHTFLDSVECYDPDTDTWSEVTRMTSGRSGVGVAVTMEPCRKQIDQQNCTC
* marks the source's active call; other numbers are inactive results; / = no result given.

SMILES	RTF Ca sens act	HTR5A inv ag	V-ATPase pH	HTR5A ag	MOR-DOR ag	OPRM1-OPRD1 inv	CAL PDZ FP	Cardiac RTF inh	LANA DNA inh	Keap1-Nrf2 PPI
Cc1ccc(OCc2nnc(SCC(=O)Nc3cccc4ccccc34)n2-c2ccccc2)cc1	4.3	6.2	-3.4	-2.6	4.4	-26.3	-3.1	-5.6	-0.5	-2.1
O=C(COC(=O)CCSc1ccccc1Cl)Nc1ccc(F)cc1F	-2.9	-11.3	-2.7	3.0	2.2	-10.5	-4.1	5.2	-1.0	2.0
Cc1cc(C)c(S(=O)(=O)N2CCN(C(=O)N(C)C)CC2)c(C)c1	/	/	0.9	/	/	/	2.6	/	-0.8	-6.7
COc1ccc(-c2nn[nH]n2)cc1OC	1.3	11.9	-3.4	-5.4	-1.0	5.0	-4.3	-3.6	2.6	-2.8
COc1cc2c(cc1NC(=O)COC(=O)[C@@H](NS(=O)(=O)c1ccccc1)C(C)C)oc1ccccc12	-5.0	-31.6	2.1	12.6	-0.1	0.4	/	-4.4	1.1	0.7
CCN(c1ccccc1)S(=O)(=O)c1cccc(C(=O)NCc2ccccn2)c1	-6.7	15.9	3.5	-6.5	-3.2	16.7	-7.1	-2.9	1.5	-2.1
CCn1c(SCC(=O)Nc2ccc3c(c2)OCO3)nc2c(c1=O)SC(C)C2 (stereo unspecified)	-3.7	-2.6	0.3	0.9	-0.4	2.0	/	-2.3	0.6	3.7
CC1CCCCN1C(=O)Cn1nnc(-c2cccnc2)n1 (stereo unspecified)	16.3	8.8	-0.4	-3.8	0.6	-3.7	-1.6	-12.9	6.2	1.2
O=C(NCCCN1CCOCC1)c1ccc(NS(=O)(=O)c2cccc([N+](=O)[O-])c2)cc1	-0.6	19.6	1.6	9.5	-0.6	3.3	-2.4	-0.8	0.6	1.0
Cc1ccc(C(=O)C2=C(O)C(=O)N(CCCN(C)C)C23C(=O)N(C)c2ccccc23)o1 (stereo unspecified)	9.7	7.8	-3.0	0.8	-0.4	2.5	-3.9	-1.6	1.2	-1.7
Cc1ccc(C)c(S(=O)(=O)Nc2ccc(O)c3ccccc23)c1	-7.3	10.0	3.2	-2.7	0.7	-3.3	2.2	1.0	-1.8	4.1
O=C(/C=C/c1ccc(Cl)cc1)NC(=S)Nc1ccc(NC(=O)c2ccco2)cc1	4.0	23.8	-3.2	-4.0	0.4	-1.9	-2.3	6.9	0.9	1.0
Cc1ccc(NC(=O)CSc2nccn2Cc2ccco2)cc1	-6.0	5.2	-4.7	0.6	-0.9	4.8	0.3	-7.4	-1.4	3.1
CC1(C)c2ssc(=S)c2-c2ccccc2N1C(=O)CSC1=NCCS1	6.1	-9.5	-5.2	-1.1	0.7	-4.5	-2.8	-1.5	-0.4	-0.2
COc1cc(OC)c(/C=N/NC(N)=S)cc1Br	-1.2	0.0	-0.9	0.7	-1.6	8.0	-3.8	2.6	-1.2	-2.9
CC(C)OC(=O)CC1=NC(=O)CS1	6.6	-4.6	0.6	-1.2	1.0	-5.6	2.1	-2.1	-2.6	3.4
CSCC[C@H](NC(=O)Nc1ccccc1C)C(=O)O	3.1	1.7	0.7	-0.5	-4.3	22.9	2.0	4.4	-3.3	-3.2
C/C(=N/NC(=O)c1cc(C(C)C)[nH]n1)c1cccs1	5.7	11.2	0.3	2.8	-0.9	5.3	-3.3	-11.6	0.3	2.1
Cc1ccc(S(=O)(=O)CCC(=O)OCC(=O)Nc2cc(S(=O)(=O)N3CCOCC3)ccc2Cl)cc1	-0.1	-5.3	3.3	-1.1	-1.6	6.5	-6.6	-3.6	0.5	-3.1
O=C(COc1ncnc2cc([N+](=O)[O-])ccc12)NC(=O)NC1CCCCC1	-1.3	-4.6	-0.5	1.7	4.9	-35.0	-2.9	2.9	2.0	-5.5

Looked up above.
CCN(c1ccccc1)S(=O)(=O)c1cccc(C(=O)NCc2ccccn2)c1 in MOR-DOR ag is entered as -3.2
CC1CCCCN1C(=O)Cn1nnc(-c2cccnc2)n1 (stereo unspecified) in RTF Ca sens act is entered as 16.3

Next section.
SMILES	RTF Ca sens act	HTR5A inv ag	V-ATPase pH	HTR5A ag	MOR-DOR ag	OPRM1-OPRD1 inv	CAL PDZ FP	Cardiac RTF inh	LANA DNA inh	Keap1-Nrf2 PPI
COc1cc(C(C)=O)ccc1COc1ccc(C(=O)OCC(=O)NC(C)(C)C)cc1OC	2.4	34.3	3.7	9.1	-0.6	2.9	-1.1	7.4	0.4	2.9
CC1=CC(c2ccccc2)n2nc(NC(=O)CCCC(=O)O)nc2N1 (stereo unspecified)	-1.8	6.7	2.0	-1.9	-3.3	15.1	-1.1	0.4	0.2	4.0
CO/N=C/NC(=O)c1c(OC)ccnc1Oc1ccccc1	3.7	-12.7	-5.4	2.6	0.3	-1.9	-2.7	-4.6	0.1	-5.7
C/C=C(/C)C(=O)O[C@@H]1[C@H](OC(=O)C=C(C)C)c2c(ccc3ccc(=O)oc23)OC1(C)C	2.3	1.8	1.2	-1.4	-1.5	8.2	-0.7	-1.8	-0.4	-0.1
Cc1cnc(C(=O)Nc2ccc(S(=O)(=O)NCC(C)C)cc2)cn1	15.2	-1.6	2.7	6.8	0.6	-2.8	/	-13.8	-0.8	-3.7
O=C(CN1CCN(c2ccccn2)CC1)NC1CCCC1	-0.1	5.3	4.9	-2.0	-2.0	12.0	-3.1	-3.1	1.0	0.2
O=C1OC[C@@H]2CCCN2C(=O)[C@@H](CC(=O)N(CCO)Cc2ccccc2)C/C=C\C[C@@H]1Cc1ccc(F)cc1	3.5	1.8	2.1	-2.3	-2.7	16.8	-1.9	-9.5	1.9	-8.5
Cc1cc(NC(=O)c2cc(CC(C)C)on2)n(-c2ccccc2)n1	6.9	-18.8	-6.1	0.8	-2.9	15.8	-0.1	-4.6	1.0	-5.0
CCOC(=O)CCn1c(=O)c2c(nc(Br)n2Cc2ccccc2)n(C)c1=O	5.7	7.2	-3.1	4.2	-3.2	18.5	-3.3	9.2	-0.6	2.6
O=C(c1cc(-c2ccc(Cl)c(Cl)c2)on1)N1CCN(c2ccccc2)CC1	-5.3	-21.0	0.7	0.3	-1.8	10.3	/	3.2	0.2	-1.9
O=C(O)c1ccc(-n2nc(-c3ccccc3)c3ccccc3c2=O)cc1	-3.2	0.8	-3.2	-0.3	1.3	-10.6	-1.3	6.4	1.3	-5.3
COc1ccc(OCC(O)CN2CCc3ccccc3C2)cc1 (stereo unspecified)	-7.3	11.3	-0.7	3.4	-1.7	8.6	0.6	-1.6	0.5	3.3
C=CCC1Cc2c(Br)cccc2C(CC=C)N1 (stereo unspecified)	1.9	-11.6	-2.5	-3.6	-2.1	10.8	/	-9.5	-1.8	-2.6
CCOC(=O)c1cc2c(ccn2C)n1Cc1ccccc1Cl	9.2	10.3	3.2	-3.8	5.0	-23.2	3.3	-7.3	1.1	1.7
O=C(COC(=O)c1cccnc1)Nc1ccc2c(c1)OCO2	2.0	-10.4	0.1	-1.8	-0.9	4.7	/	-3.5	0.2	-2.4
O=C(Nc1ccncc1)Nc1ccc(Br)cc1Cl	-0.3	-14.1	-2.2	7.2	2.7	-18.7	-4.6	-8.6	-0.6	-2.0
Cc1ccc(S(=O)(=O)N2CCCCC2)cc1NC(=O)CSc1ccc2c(c1)OCCO2	10.8	0.9	-0.4	4.4	-1.7	7.5	-6.2	6.5	0.9	-7.3
Cc1ccc(CNc2ccc(N3C(=O)CCCC3=O)cc2[N+](=O)[O-])cc1	1.2	-3.7	0.3	1.1	-1.2	6.5	-2.7	5.5	1.9	-3.9
Cc1ccc(C(=O)CSc2nc3cc(S(=O)(=O)N4CCOCC4)ccc3o2)cc1	-9.8	-7.3	6.7	4.0	2.3	-13.8	-3.4	-5.6	-6.7	6.5
S=C(Nc1cccc(Cl)c1Cl)NC1CCN(Cc2ccccc2)CC1	2.4	-11.2	1.5	6.4	-1.4	7.6	2.2	-3.3	-1.5	0.0
Cc1ccc(CN2CCC(C(=O)Nc3cccc(-c4cccc(F)c4)c3)CC2)o1	2.2	2.3	-0.7	6.4	1.1	-5.9	-7.3	-6.8	0.4	0.5
COc1ccc(Cl)cc1S(=O)(=O)NCc1cccnc1	2.9	-18.2	-1.7	-1.8	-2.0	10.3	-1.4	-3.5	-0.8	1.9
Cc1ccc(-c2nnc(NC(=O)C3=COCCO3)o2)c(C)c1	-5.6	-15.9	5.8	2.7	-0.2	1.3	-0.8	0.5	-1.8	0.4
O=C(CSc1nnc(-c2cccs2)o1)N1CCCc2ccccc21	-1.2	-13.3	1.0	-6.4	-1.3	7.5	-2.8	5.3	-1.1	-6.3
C/C(N)=C(/C#N)C(=O)CSc1ccc2c(c1)OCCO2	-1.9	1.9	-6.8	2.1	-1.9	8.0	/	8.3	-0.1	-2.0
O=C(Nc1cc(SCC(O)CO)cc([N+](=O)[O-])c1)c1ccc(-n2cnnn2)cc1 (stereo unspecified)	4.4	4.8	2.8	-1.8	0.1	-0.7	-5.8	0.6	-0.2	-1.1
COC(=O)c1cnn(-c2cc(Oc3cccc(C)c3)ncn2)c1N	0.8	-32.5	1.5	11.8	2.5	-14.4	-0.6	-17.2	-0.9	-1.1
COc1cc(-c2noc(C)c2C#Cc2nccn2C)cc(OC)c1OC	0.6	-12.6	1.1	1.4	-3.6	16.7	-9.8	-17.0	0.3	-6.9
CCCN1C(=O)N(C)C(N(O)C(=O)NC)C1(C)C (stereo unspecified)	-5.6	-14.5	-3.0	4.3	-2.3	9.8	38.6*	-17.0	-0.3	3.3
Oc1ccc2ccccc2c1C=Nc1cc(C(F)(F)F)ccc1N1CCCC1	-0.4	4.8	-0.5	-1.9	0.9	-5.0	0.5	-0.4	-1.3	-5.7
CN(CC(=O)Nc1ccccc1Cl)C(=O)Cn1cnc2ccc(Cl)cc2c1=O	0.1	-7.6	5.4	-1.1	1.4	-5.8	-3.9	-2.8	-0.7	-2.0
O=C(CCS(=O)(=O)Cc1ccccc1)Nc1nnc(C(F)(F)F)s1	-3.1	-13.1	0.5	-0.9	0.5	-3.4	/	-32.3	-2.3	-3.3
COc1cccc(-c2cc(C(=O)Nc3nc4ccccc4s3)c3ccccc3n2)c1	3.1	3.4	0.6	0.2	3.6	-20.4	0.7	-7.7	0.1	-6.7
Cc1ccc(S(=O)(=O)NNC(=O)c2cccnc2)cc1	-6.4	1.5	0.6	-0.6	-0.4	2.2	-2.8	-1.7	0.8	4.3
CC(C)OCC(O)CN (stereo unspecified)	-4.7	21.8	0.2	-0.2	-0.9	5.6	-0.2	-15.3	2.2	-1.0

High-throughput results: PubChem, several laboratories
